# HTR2A ag: mouse HTR2A agonism via beta-arrestin recruitment. P35363. CHO-K1 mHTR2A beta-arrestin complementation, luminescence; percent of 30 µM serotonin response. activation, % at 7.6 µM. 0.66% of 360,000 active;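 active = activation above a run cutoff, the mean activation of all tested compounds plus 3 SD, cut at about 14% in these data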;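 note: 0% = plate median of compound wells and 100% = 30 µM serotonin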
# CaV13 FRET inh: Primary screen for inhibitors of IQ motif and Ca2+-dependent inactivation inhibitor domain binding in CACNA1D, Förster resonance energy transfer in living cells, … | HEK cells, CFP/YFP FRET ICDI-IQ, plate reader, 10 min; percent FRET-ratio fall versus neutral wells | inhibition, % at 12.3 µM | 0.098% of 340,000 active | AID 743397;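 active = mean replicate inhibition of at least 30% and at least 1% of replicates passing that level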;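 note: 0% = median of the neutral control wells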
# MC4R ag barr: activates human MC4R beta-arrestin recruitment; 0.98% of 360,000 active; U2OS MC4R beta-arrestin complementation, luminescence; percent of melanotan II response, DMSO zero; activation, % at 8.9 µM; P32245; AID 540308;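 active = activation above a per-plate cutoff, the mean activation of sample wells on that plate plus 3 SD, cut at about 8% in these data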
# PDI turbidity: PDI (human) enzyme inhibition; P07237; PDI insulin aggregation turbidity, A650, 90 min; inhibition, % at 10 µM; 0.052% of 350,000 active; AID 588391;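 active = mean inhibition across replicates of 30% or more, whatever share of single replicates reach that level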;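 note: absorbance from insulin aggregation driven by PDI reduction with DTT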
# MC4R antagonist: blocks human MC4R cAMP signaling; MC4R-expressing cells, MTII-stimulated cAMP, LANCE TR-FRET; AID 540295; 0.48% of 360,000 active; inhibition, % at 6.5 µM; P32245;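 active = inhibition above its plate's cutoff, the mean of tested wells on that plate plus 3 SD, cut at about 29% in these data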;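 note: 0% = Melanotan II alone and 100% = Melanotan II plus saturating MCL0020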
#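 System – human MC4R-expressing U2OS cells · Also added – Melanotan II · Dosing – one concentration, 6.5 µM nominal · Timing – 30-min compound, 1-h challenge, 1-h detection, room temperature · Measured by – Eu-cAMP/anti-cAMP TR-FRET, emission 671 nm · Replicates – singlicate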
# ABCB6 inh MLPCN: human ABCB6 transporter inhibition | K562-ABCB6 porphyrin accumulation, flow cytometry, 1 h; stronger effect = lower value | 0.19% of 360,000 active | AID 602162 | fluorescence ratio to DMSO, % at 10 µM | Q9NP58;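 active = fluorescence ratio to DMSO below 75%, the collection mean minus 3 SD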;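 note: signal is porphyrin accumulated inside mitochondria; 100% equals median channel fluorescence of DMSO control wells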
# Target sequence (Q9NP58 whole entry, looked up): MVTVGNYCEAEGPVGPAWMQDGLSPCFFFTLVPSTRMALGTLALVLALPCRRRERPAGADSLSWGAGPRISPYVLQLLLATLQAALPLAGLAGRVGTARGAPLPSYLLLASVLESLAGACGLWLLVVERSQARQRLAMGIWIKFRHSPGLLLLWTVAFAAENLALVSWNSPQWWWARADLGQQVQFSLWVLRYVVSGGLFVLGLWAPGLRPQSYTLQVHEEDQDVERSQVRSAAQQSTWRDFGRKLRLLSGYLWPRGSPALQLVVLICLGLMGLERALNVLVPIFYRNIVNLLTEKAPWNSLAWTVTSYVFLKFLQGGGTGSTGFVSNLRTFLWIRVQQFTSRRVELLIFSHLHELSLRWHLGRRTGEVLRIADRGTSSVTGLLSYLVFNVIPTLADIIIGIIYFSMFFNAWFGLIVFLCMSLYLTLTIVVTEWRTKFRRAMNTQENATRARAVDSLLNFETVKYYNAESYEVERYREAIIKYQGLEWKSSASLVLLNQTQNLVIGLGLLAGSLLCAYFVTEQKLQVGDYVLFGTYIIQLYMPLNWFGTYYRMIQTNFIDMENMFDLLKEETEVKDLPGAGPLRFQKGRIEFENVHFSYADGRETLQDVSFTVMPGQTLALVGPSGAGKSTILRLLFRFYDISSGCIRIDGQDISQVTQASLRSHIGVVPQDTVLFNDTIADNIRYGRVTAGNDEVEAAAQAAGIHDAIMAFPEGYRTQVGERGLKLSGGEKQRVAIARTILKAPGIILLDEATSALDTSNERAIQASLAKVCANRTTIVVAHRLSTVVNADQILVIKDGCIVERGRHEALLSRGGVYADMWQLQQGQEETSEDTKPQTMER
# aDG glyco up: alpha-DG glycosylation activation; 0.22% of 360,000 active; activation, % at 10 µM; Pro5-aDG cells, alpha-DG glycosylation AlphaScreen (IIH6); 0% Pro5, 100% B10-LARGE cell signal;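 active = activation of at least 8% versus controls, or a plate z-score of at least 8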;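 note: Pro5 are CHO cells carrying HIG-tagged alpha-DG that lacks glycosylation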
# Cardio protect: modulators protecting cardiomyocytes from myocardial damage. H9c2 cardiomyocytes, H2O2 injury protection, ATPLite, 2 h. protection from H2O2 cell death, % at 20 µM. 0.63% of 360,000 active. AID 588492;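 active = compounds giving at least 50% protection of heart cells from peroxide-induced death in the single-dose screen, raw or plate-pattern-corrected value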;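 note: 0% = DMSO wells with peroxide and 100% = DMSO wells without peroxide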
# Vif inh: HIV Vif inhibition; HEK293T cells, Vif self-association by quenched fluorescence, imaging, 24 h; inhibition, % at 7.49 µM; 0.35% of 340,000 active; AID 602346; in the data active = inhibition above about 50%, passing the limit was not always enough; note: some results filed as inactive read as strong as hits
# Glyco luc inh: blocks N-linked glycosylation in D54 reporter cells; D54 ERlucT glycosylation luciferase reporter, 24 h; percent of 100 nM tunicamycin response; reporter increase, % at 12.5 µM; 0.23% of 360,000 active; AID 588692;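 active = mean luciferase reporter signal, scaled so untreated is 0 and the glycosylation-blocking control 100, at or above a set limit in every replicate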;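 note: luciferase carries N-glycosylation sites so blocking glycosylation raises the light; 0% = median of neutral control wells and 100% = median of 100 nM tunicamycin wells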
# Active calls of the source: *; . = not tested or not shown.
[1] CC(CNC(=O)COc1ccccc1)OC(=O)Nc1cccc(Cl)c1 (stereo not drawn)
[2] O=C(NCc1cccnc1)c1ccc(-c2ccc(F)c(F)c2)c2ccoc12
[3] CCN1c2ccccc2-c2nc3ccccc3n2C1c1ccco1 (stereo not drawn)
[4] COc1ccc(NC(=O)Cn2nnc(C(=O)Nc3ccc(F)c(Cl)c3)c2N)cc1
[5] COc1ccc(/C=C(/NC(=O)c2cccc([N+](=O)[O-])c2)C(=O)O)cc1OC
[6] COc1ccc(NC(=O)CN2CCN(S(=O)(=O)c3ccc(Cl)cc3)CC2)cc1Cl
[7] C=CCNC(=O)/C(C#N)=C/c1cn(-c2ccccc2)nc1-c1cccs1
[8] CCOc1ccc(C(=S)NC2CCCCC2)cc1OCC

assay / compound	1	2	3	4	5	6	7	8
MC4R ag barr	0.1	-0.4	-0.9	-0.2	-0.3	-0.1	33*	-0.2
MC4R antagonist	11	12	8	7	-4	-6	12	3
ABCB6 inh MLPCN	99	97	95	104	99	93	97	97
Vif inh	-10	3	-10	-7	-2	-2	-3	-4
Glyco luc inh	2	-4	-2	1	2	-1	1	0
HTR2A ag	-6	-3	-1	2	3	3	-3	1
Cardio protect	-4	-9	-1	-2	3	-12	2	0
CaV13 FRET inh	-3	-9	.	-5	-7	-5	-6	-2
aDG glyco up	0.1	4.0	0.4	-0.8	-0.1	0.1	-0.2	0.0
PDI turbidity	8	0	2	-5	-1	4	-9	2

[9] CC(=O)Nc1ccc(S(=O)(=O)N2CCN3CCCC3C2)cc1 (stereo not drawn)
[10] COc1ccc(NC(=O)CSc2nnc(Cc3cccn3C)n2-c2ccc(C)cc2)cc1OC
[11] O=C(CSc1ccc2ccccc2n1)c1ccccc1
[12] Cc1ccc(S(=O)(=O)N2CCOCC2)cc1NC(=O)CNCC1CCCCC1
[13] CCOc1ccc(NC(=O)CN(C)C(=O)c2cn(-c3ccc(F)cc3)nc2-c2cccc(OC)c2)cc1OCC
[14] CCN(CC)CCCNC(=O)C1c2ccccc2C(=O)N1Cc1ccc(C)cc1 (stereo not drawn)
[15] CC1(C)Cc2c(sc(/N=C/N3CCCC3)c2C#N)C(C)(C)N1
[16] C/C(N)=C(/C#N)C(=O)COC(=O)C1=NN(c2ccccc2)C(=O)CC1

assay / compound	9	10	11	12	13	14	15	16
MC4R ag barr	-0.1	-1.7	1.0	0.5	-1.5	-1.1	-1.7	-1.2
MC4R antagonist	19	-1	-1	4	13	2	5	-1
ABCB6 inh MLPCN	104	99	98	85	90	87	89	100
Vif inh	-1	1	-5	-8	-5	.	-3	-3
Glyco luc inh	2	-2	1	-4	7	2	-1	0
HTR2A ag	0	0	1	13	-1	-3	-3	11
Cardio protect	3	13	-6	-3	19	8	-1	2
CaV13 FRET inh	7	-10	-21	-18	-5	-6	-5	-3
aDG glyco up	-0.1	0.2	0.5	0.0	-0.4	0.1	-0.1	0.0
PDI turbidity	5	10	14	-8	0	14	-3	6

[17] O=C(NCCCn1ccnc1)c1ccc(Br)cc1
[18] CC1CC(=O)N(c2ccc(N(C)Cc3ccccc3)c([N+](=O)[O-])c2)C1=O (stereo not drawn)
[19] COc1ccc(CCNC(=O)[C@@H](NC(=O)N2CCn3c2nc2ccccc23)C(C)C)cc1OC
[20] CCCCc1cc(=O)oc2cc(C)cc(OCC(=O)NCc3ccncc3)c12
[21] COc1ccc(-c2cc(-c3n[nH]c(=S)n3-c3ccccc3Cl)[nH]n2)cc1
[22] COc1ccc2[nH]c(=O)c(CN(Cc3cccs3)S(=O)(=O)c3cccc4nsnc34)cc2c1
[23] CC(=O)C1=C(O)C(=O)N(c2ccc(O)cc2)C1c1ccc([N+](=O)[O-])cc1 (stereo not drawn)
[24] O=C(O)CCC(=O)NCC1OCCc2ccccc21 (stereo not drawn)

assay / compound	17	18	19	20	21	22	23	24
MC4R ag barr	-0.4	-2.9	1.4	0.4	-0.7	0.6	-2.2	1.0
MC4R antagonist	5	0	2	-12	-2	10	-6	3
ABCB6 inh MLPCN	96	100	102	96	99	101	97	100
Vif inh	-3	5	-2	-7	-6	2	-4	.
Glyco luc inh	1	2	2	1	2	-1	3	0
HTR2A ag	-2	5	-3	8	1	0	0	0
Cardio protect	2	-3	3	11	5	73*	-4	2
CaV13 FRET inh	-4	0	-6	-2	-5	-10	2	-8
aDG glyco up	0.6	0.0	-0.3	-0.1	-0.1	-0.5	-0.2	-0.2
PDI turbidity	-15	1	-7	-5	-5	5	2	2

[25] Cc1ccc2c(=O)n3c(nc2c1)C(C)NC(=O)c1cccnc1-3 (stereo not drawn)
[26] CCc1nc(SCc2ccc(F)cc2)[nH]c(=O)c1C#N
[27] CC(C)CC(=O)Nc1ccccc1N1CCN(c2ccc(F)cc2)CC1
[28] CCCn1cnc2c(cnn2-c2ccc(F)cc2)c1=O
[29] COc1cc(/C=C(/C#N)C(=O)NCc2ccccc2)cc(OC)c1OC
[30] Cc1cc(C)n2nc(-c3sccc3-n3c(C)ccc3C)cc2n1
[31] C=CCN1C(=O)C(C)(C)Nc2ccccc21
[32] CCN1CCCC1CNCc1cccc(OC)c1OCc1ccc(F)cc1 (stereo not drawn)

assay / compound	25	26	27	28	29	30	31	32
MC4R ag barr	0.6	0.5	0.2	-1.4	0.7	-0.5	-1.3	-1.7
MC4R antagonist	19	2	-1	0	9	-5	-4	7
ABCB6 inh MLPCN	106	106	98	96	118	101	77	104
Vif inh	.	25	-3	-8	-2	3	-12	12
Glyco luc inh	-1	0	-3	0	6	5	-1	0
HTR2A ag	2	-1	0	-2	7	-4	0	-4
Cardio protect	6	2	-5	4	0	-8	0	-4
CaV13 FRET inh	-2	-4	-1	-5	-2	-1	-4	-16
aDG glyco up	-0.3	-0.2	0.5	-0.1	0.6	-0.4	-0.1	-0.1
PDI turbidity	-7	8	-4	8	-6	0	2	-11

[33] COc1cc2[nH]c(=S)n(Cc3ccccc3)c(=O)c2cc1OC
[34] COc1cc(NC(=O)c2cc(Cl)nnc2Cl)cc(OC)c1OC
[35] O=C(CSc1nnc2c(n1)[nH]c1ccc(F)cc12)NCc1ccc(F)cc1
[36] Cc1ccccc1OC(C)C(=O)N1CCC(Cc2ccccc2)CC1 (stereo not drawn)
[37] N#C/C(=C\c1cccnc1)c1nc2c(s1)CCCC2
[38] Cc1cc(-c2n[nH]c(=S)n2-c2ccc(F)cc2)nn1C
[39] CN(/C=C/C(=O)C(F)(F)C(F)(F)F)Cc1ccccc1
[40] COc1ccc(C2C(C(=O)Nc3cc(OC)c(OC)c(OC)c3)c3ccccc3C(=O)N2C)cc1 (stereo not drawn)

assay / compound	33	34	35	36	37	38	39	40
MC4R ag barr	0.5	-0.1	1.5	-2.9	-0.7	-2.5	-1.2	0.2
MC4R antagonist	-28	16	-1	22	-12	1	10	-8
ABCB6 inh MLPCN	90	94	99	93	89	95	95	98
Vif inh	-9	-4	-11	-7	-14	12	7	-3
Glyco luc inh	-2	17	0	-4	7	2	1	22
HTR2A ag	8	3	-3	-6	1	3	-2	-4
Cardio protect	1	8	2	1	-10	10	-1	-2
CaV13 FRET inh	-7	7	-5	-9	-7	3	-4	3
aDG glyco up	-0.5	0.0	0.1	0.1	0.8	0.5	0.0	-0.4
PDI turbidity	-1	-7	5	6	-11	7	-3	2

[41] CCOC(=O)[C@H]1[C@H]2COc3ccc(OC)cc3[C@@H]2N2C(=O)c3ccc(C)cc3NC(=O)[C@@]12C
[42] CCN1CCc2c(sc(N)c2C#N)C1
[43] Cc1cc(C)c(-n2c(O)c(C=NCCN3CCOCC3)c(=O)[nH]c2=O)c(C)c1
[44] CN(C)c1ccc(C(=S)Nc2ccccc2)cc1
[45] Cc1nnc(NC(=O)c2ccc(-c3cccc(C(F)(F)F)c3)o2)s1
[46] CC1(C)Cc2cccc(OCC(=O)N3CCN(S(=O)(=O)c4ccccc4)CC3)c2O1
[47] Cc1cc(Br)cc(Cl)c1OCC(=O)N1CCN(C(=O)c2ccco2)CC1
[48] c1ccc(-c2noc(CC3CCCCC3)n2)nc1

assay / compound	41	42	43	44	45	46	47	48
MC4R ag barr	-0.7	-0.8	-1.9	-1.1	-2.1	-0.1	-2.0	-1.6
MC4R antagonist	-5	1	-4	13	-5	7	5	24
ABCB6 inh MLPCN	99	97	99	100	90	94	100	96
Vif inh	-3	8	-8	0	-6	7	-4	6
Glyco luc inh	3	2	2	-14	3	0	1	-9
HTR2A ag	-2	4	-4	-2	2	-3	1	-5
Cardio protect	8	8	5	-12	0	2	3	-13
CaV13 FRET inh	-10	.	.	-6	-4	-5	-6	-2
aDG glyco up	-0.3	-0.1	-0.2	-0.1	2.5	0.0	0.3	0.0
PDI turbidity	3	-9	1	1	-2	9	-9	3

# Complete entries, quoted from the list. Values in the order: MC4R ag barr	MC4R antagonist	ABCB6 inh MLPCN	Vif inh	Glyco luc inh	HTR2A ag	Cardio protect	CaV13 FRET inh	aDG glyco up	PDI turbidity
# Profile of CC1(C)Cc2cccc(OCC(=O)N3CCN(S(=O)(=O)c4ccccc4)CC3)c2O1 = -0.1	7	94	7	0	-3	2	-5	0.0	9
# Profile of CCN1CCc2c(sc(N)c2C#N)C1 = -0.8	1	97	8	2	4	8	.	-0.1	-9
# Profile of CN(C)c1ccc(C(=S)Nc2ccccc2)cc1 = -1.1	13	100	0	-14	-2	-12	-6	-0.1	1
# Profile of Cc1cc(C)c(-n2c(O)c(C=NCCN3CCOCC3)c(=O)[nH]c2=O)c(C)c1 = -1.9	-4	99	-8	2	-4	5	.	-0.2	1

# Later entries
[49] CCN=C1SC(CC(=O)Nc2ccc(C(F)(F)F)cc2)C(=O)N1CC (stereo not drawn)
[50] O=C(O)C1CCN(Cc2oc(CO)cc(=O)c2O)C1 (stereo not drawn)
[51] O=C(C(Cc1ccccc1)n1cccc1)N1CCN(c2ncccn2)CC1 (stereo not drawn)
[52] O=S(=O)(/C=C/c1ccccc1)N1CCN(c2ccccc2)CC1
[53] CN(CC(=O)Nc1ccccc1C(F)(F)F)C(=O)COc1ncnc2ccccc12
[54] Fc1cccc(CSc2nc3ncc(Cl)cc3[nH]2)c1
[55] Cc1c(NC(=O)C(C)Sc2ccc3ccccc3n2)c(=O)n(-c2ccccc2)n1C (stereo not drawn)
[56] CCC1=C(OC(=O)N(CC)CC)N2C(=O)OC(=NCC(=O)OC)[C@]2(C)[C@H]2C1=CC[C@H]1C(=O)N(C)C(=O)[C@H]12
[57] CN(C)c1cccc(C(=O)NCc2ccccc2)c1

assay / compound	49	50	51	52	53	54	55	56	57
MC4R ag barr	2.8	-1.3	1.5	-1.6	-2.6	-1.4	-1.3	0.7	0.6
MC4R antagonist	1	-4	7	-5	8	6	1	10	7
ABCB6 inh MLPCN	107	94	92	94	96	98	105	100	99
Vif inh	0	-10	3	22	4	0	-7	.	-4
Glyco luc inh	4	4	-1	-1	4	1	-2	1	0
HTR2A ag	0	1	6	2	6	2	1	0	-4
Cardio protect	5	-5	-10	-12	6	-4	0	5	-10
CaV13 FRET inh	-11	-5	-9	-5	-7	-19	0	-11	-7
aDG glyco up	-0.1	0.6	-0.2	-0.2	0.0	0.1	0.8	0.2	0.2
PDI turbidity	-2	1	.	1	-1	7	-13	0	6

# Bioassay records deposited in PubChem BioAssay by several laboratories.
